High-throughput results from PubChem.
Shiga toxin inh – A qHTS for Small Molecule Inhibitors of Shiga Toxin; Vero cells, Shiga toxin protein synthesis inhibition reporter; inhibition, % at 38.7 µM; actives 9.2% (n = 290,000); AID 2315, 2010; in the data active means inhibition mostly above about 28%, no sharp cut-off; inactive means mostly below about 43%; further: 0% is about no effect
Pf growth 48h – Primary qHTS for delayed death inhibitors of the malarial parasite plastid, 48 hour incubation; P. falciparum luciferase growth in erythrocytes, 48 h; Potency, µM (titrated, usually from 28.7 µM), for inactives: at the top dose activity change, negative = inhibition, usual class: inhibitors; AID 504832, 2011; actives 5.9% (n = 310,000); further: potency means the concentration at half of the fitted maximal effect; on the % scale 0 is the no-effect control and ±100 the full control effect
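Compounds are pin-transferred into medium, infected erythrocytes (2% hematocrit, 0.1% parasitemia final) are added, and plates sit one parasite generation at 37 C in 5% CO2. Detection reagent is then added and luminescence measured.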
LmPK inhibitor – qHTS Assay for Inhibitors of Leishmania Mexicana Pyruvate Kinase (LmPK); Q27686; purified LmPK, Kinase-Glo ATP luminescence, 1 h; Potency, µM (top dose mostly 57.5 µM), for inactives: top-dose activity change, negative = inhibition, most hits filed as inhibitors; actives 0.37% (n = 290,000); further: potency means the concentration at half of the fitted maximal effect; on the % scale 0 is the no-effect control and ±100 the full control effect
Target sequence (Q27686 whole entry, looked up): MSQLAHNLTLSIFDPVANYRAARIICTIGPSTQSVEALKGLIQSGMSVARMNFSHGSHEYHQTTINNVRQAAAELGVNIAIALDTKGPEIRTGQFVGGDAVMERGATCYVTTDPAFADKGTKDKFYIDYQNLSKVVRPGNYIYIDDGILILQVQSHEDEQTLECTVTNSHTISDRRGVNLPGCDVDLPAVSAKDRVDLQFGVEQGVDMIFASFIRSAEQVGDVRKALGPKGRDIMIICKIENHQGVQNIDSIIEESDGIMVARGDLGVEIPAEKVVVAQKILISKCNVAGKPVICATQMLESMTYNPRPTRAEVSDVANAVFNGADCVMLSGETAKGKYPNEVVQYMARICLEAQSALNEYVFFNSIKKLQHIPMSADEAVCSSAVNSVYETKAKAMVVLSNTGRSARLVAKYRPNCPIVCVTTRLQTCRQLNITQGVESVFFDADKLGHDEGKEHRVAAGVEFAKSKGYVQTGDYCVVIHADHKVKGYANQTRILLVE
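ATP generated from ADP (0.1 mM) and PEP (0.5 mM) by 0.1 nM LmPK over 1 h at room temperature (pH 7.2 imidazole buffer) was detected by coupled luciferase luminescence. Values were normalized to uninhibited and no-enzyme wells.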
Pf growth 96h – Primary qHTS for delayed death inhibitors of the malarial parasite plastid, 96 hour incubation | P. falciparum luciferase reporter growth, 96 h | actives 6.9% (n = 320,000) | AID 504834, 2011 | Potency, µM (top dose mostly 28.7 µM), for inactives: at the highest dose activity change, negative = inhibition, hits mostly inhibitors; further: potency means the concentration at half of the fitted maximal effect; on the % scale 0 is the no-effect control and ±100 the full control effect
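Delayed-death screen, second-generation endpoint: infected erythrocytes, 2% hematocrit, 0.05% parasitemia final; 96 hours at 37 C, 5% CO2; luciferase detection reagent; luminescence decrease equals reduced growth.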
AmpC inh no detg – qHTS Inhibitors of AmpC Beta-Lactamase (assay without detergent); P00811; AmpC nitrocefin hydrolysis, absorbance 480 nm, 0.0001% Triton; Potency, µM (top dose mostly 57.1 µM), for the others: at the top dose activity change, negative = inhibition, most hits filed as inhibitors; actives 0.52% (n = 330,000); AID 485341, 2010;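 further: potency means the concentration at half of the fitted maximal effect; plate controls were no compound for no effect and no enzyme for full effect; nearly all actives have a fitted effect of over 20% in size; some results filed as inactive show a strong effect at the top dose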
Target sequence (P00811 whole entry, looked up): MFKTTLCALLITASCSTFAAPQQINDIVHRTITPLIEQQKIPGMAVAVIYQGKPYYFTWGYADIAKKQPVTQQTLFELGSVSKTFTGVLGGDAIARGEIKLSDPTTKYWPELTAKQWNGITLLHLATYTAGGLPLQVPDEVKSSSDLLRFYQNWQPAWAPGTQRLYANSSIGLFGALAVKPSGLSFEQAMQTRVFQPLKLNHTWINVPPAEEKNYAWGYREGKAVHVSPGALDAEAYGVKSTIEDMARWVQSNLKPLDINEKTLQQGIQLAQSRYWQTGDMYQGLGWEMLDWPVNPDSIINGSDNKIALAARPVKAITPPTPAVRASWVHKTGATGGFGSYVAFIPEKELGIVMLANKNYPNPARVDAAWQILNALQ
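20 mM phosphate pH 7.0 + 0.01% (detergent screen) or 0.0001% Triton X-100; 5.3 nM AmpC reagent; cpd preinc 15 min RT; nitrocefin (800 uM stock) to start; A480 q20 s × 4 min; Activity was normalised to no-enzyme and no-compound control wells.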
Tb PYK inh – qHTS of Trypanosoma Brucei Inhibitors | pyruvate kinase (Trypanosoma brucei), Q57TT1 | TbPYK enzyme, Kinase-Glo Plus ATP luminescence, 45 min | Potency, µM (highest dose often 76.8 µM), without a hit: top-dose activity, negative = inhibition, actives largely listed as inhibitors | actives 0.12% (n = 410,000) | AID 624173, 2012; further: potency means the concentration at half of the fitted maximal effect; on the % scale 0 is the no-effect control and ±100 the full control effect; nearly all actives have a fitted effect of over 50% in size
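Assay buffer: 50 mM TEA pH 7.2, 100 mM KCl, 10 mM MgCl2, 0.05% BSA, 0.01% Tween-20. Pyruvate kinase from T. brucei plus substrate met compound, then ADP (130 uM final). Luminescence was read post 45 min RT.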
CHX counter – Cycloheximide Counterscreen for Small Molecule Inhibitors of Shiga Toxin | max response, % | actives 12% (n = 300,000) | cell reporter, cycloheximide protein synthesis inhibition counterscreen | AID 2314, 2010; in the data active means max response mostly above about 13%, no sharp cut-off; inactive means mostly below about 14%; further: read at 38.3 µM for the half of the compounds with a filed dose; 0% is about no effect
An asterisk follows results filed as active; ? = inconclusive; . = no result given; & = joins results of further samples; [ ] = remark or other dose. Unless noted, the call rests on the fitted dose curve; in most records, active means well fitted curve in the direction sought with a large enough effect; inconclusive means small, poorly fitted or top-dose-only effect, or another doubt; inactive means no such curve, though single readings can be large; an effect the other way counts as inactive or inconclusive. Random draw from the library, and some 22% of all compounds hit somewhere here.

SMILES	Shiga toxin inh	Pf growth 48h	LmPK inhibitor	Pf growth 96h	AmpC inh no detg	Tb PYK inh	CHX counter
O=C(COC(=O)c1cc([N+](=O)[O-])ccc1N1CCOCC1)c1ccccc1Cl	-5	15%	-1%	16%	0%	2%	1
O=C(O)C(c1ccccc1)N1C(=O)/C(=C\c2ccc(-c3ccc(Br)cc3)o2)SC1=S (centres undefined)	-8	1%	-1%	3%	4%	-7%	-1
Cc1ccc(NC(=O)C2CC(=O)N/C(=N/N=C/c3ccco3)S2)cc1 (centres undefined)	-13	25%	2%	7%	-35%	5%	-8
Cn1c(SCC(=O)C(C)(C)C)nnc1-c1ccccn1	52	.	0%	53%[activator]	6%	.	19
CCC[C@H](CN[C@@H](CNC)[C@H](C)CC)NCCc1cc(C(F)(F)F)cc(C(F)(F)F)c1	-16	4.1µM*	-2%	2.1µM*	145%[activator]	-1%	-8
COc1ccc(C2=CC(c3cccc(OC)c3)n3nnnc3N2)cc1 (centres undefined)	13	?	1%	?	-32%	0%	4
COc1ccc(NC(=O)CCCNC(=O)Cn2cnc3sc(C)c(C)c3c2=O)cc1Cl	-7	26%	-7%	?	0%	4%	-2
CN(C)/C=C/C1=C([N+](=O)[O-])C(c2cccc([N+](=O)[O-])c2)NC(=O)N1 (centres undefined)	-8	5%	6%	12%	-23%	-8%	-1
COc1ccccc1C(=O)Nc1ccnn1C1CCN(Cc2ccccc2OCCO)CC1	-9	-8%	7%	5%	40%	-2%	-4
CC(C)CN(CC(C)C)c1nnc(NC(=O)Cn2c(=O)oc3ccccc32)s1	-17	.	8%	?	-14%	0%	-7
O=C1CS(=O)(=O)c2ccccc2N1	-10	1%	1%	3%	-18%	-1%	-4
CCOC(=O)C1=C(N)Oc2cc(C)oc(=O)c2C12C(=O)N1c3c(cccc32)C(C)CC1(C)C (centres undefined)	-1	?	1%	.	.	1%	-3
O=C(/C=C/c1cn(-c2ccccc2)nc1-c1cccc(Cl)c1)N1CCN(c2ccccn2)CC1	9	?	1%	?	24%	2%	1
O=C(CSc1ccc2nnc(-c3ccccn3)n2n1)NCc1ccc2c(c1)OCO2	-2	-5%	0%	-29%	0%	7%	-3
O=C(NCc1cccc(Cl)c1)C1CCC(=O)N(CCCN2CCCC2=O)C1 (centres undefined)	-2	-9%	-1%	?	-10%	5%	11
O=C(COc1ccccc1)Nc1ccc(Cl)cn1	62*	?	1%	32%[activator]	-16%	3%	62*
CN(C)CCCNC(=O)c1cc(C(=O)c2ccccc2F)c[nH]1	5	.	0%	21%	-6%	-2%	-4
CCOc1ccc2nc3cc(N)ccc3c(N)c2c1	.	0.76µM*	.	0.85µM*	.	4%	.
Cc1cc(C)c2ccc(=O)n(CC(=O)N/N=C/c3ccccc3Cl)c2n1	-1	2.6µM*	-1%	4%	-19%	-7%	2
Cc1c(N=C2NN=C(c3ccc(Cl)cc3)CS2)c(=O)n(-c2ccccc2)n1C	26	?	-6%	?	-5%	-18%	30
CCOC(=O)n1c(=O)n(Cc2ccc(Cl)cc2Cl)c2ccccc21	-4	6%	8%	14%	6%	1%	-2
O=S(=O)(Cc1cc(Cl)nc(-c2ccccc2)n1)c1ccccc1	11	-22%	7%	-3%	-28%	-5%	-4
CN(C)C(=O)C1Cc2ccccc2CN1S(=O)(=O)c1cccs1 (centres undefined)	10	-20%	3%	36%[activator]	-11%	-2%	-3
CC(=O)c1c(C)[nH]c(C(=O)OCC(=O)Nc2sc3c(c2C#N)CCC(C)C3)c1C (centres undefined)	-4	-3%	2%	81%[activator]	-57%	-17%	-1
O=C(NCc1cccnc1)C1COc2ccccc2O1 (centres undefined)	-8	-2%	-4%	?	29%	2%	-2
Cc1cc(N2CCOCC2)ccc1/C=C1\NC(=O)N(Cc2ccccc2F)C1=O	-7	-9%	6%	-1%	-8%	-3%	-5
CCN(C(=O)N1CCOCC1)c1ccccc1	-4	-3%	-5%	62%[activator]	-1%	0%	1
Cc1ccc(C)c(-c2ccc(=O)n(Cc3c(F)cccc3Cl)n2)c1	28	-21%	4%	?	20%	0%&-2%	16
O=C(NCCCNC(=O)c1ccco1)c1ccc(Cl)c(Cl)c1	-3	-14%	-4%	0%	-8%	4%	-2
CCOC(=O)C1CCN(c2cc(=O)n(Cc3ccc(F)cc3)c(=O)[nH]2)CC1	-13	-13%	4%	?	3%	-8%	-2

Individual results from the list:
`O=C(COc1ccccc1)Nc1ccc(Cl)cn1` in Shiga toxin inh: 62*
`O=C(NCCCNC(=O)c1ccco1)c1ccc(Cl)c(Cl)c1` in Pf growth 96h: 0%
`CC(=O)c1c(C)[nH]c(C(=O)OCC(=O)Nc2sc3c(c2C#N)CCC(C)C3)c1C` (centres undefined) in LmPK inhibitor: 2%

The listing continues:
SMILES	Shiga toxin inh	Pf growth 48h	LmPK inhibitor	Pf growth 96h	AmpC inh no detg	Tb PYK inh	CHX counter
COc1ccc(COC(=O)C2=C(C)NC(=O)NC2c2ccccc2F)cc1 (centres undefined)	.	-11%	1%	0%	-19%	1%	-5
Cc1ccc(N2C(=O)CC(Sc3ncn[nH]3)C2=O)cc1C (centres undefined)	21	3%	5%	?	-29%	0%	-3
O=C(Nc1nnc(SCc2ccc(F)cc2)s1)C1CC(=O)N(c2ccc3c(c2)OCCO3)C1 (centres undefined)	1	18%	5%	-11%	-18%	4%	15*
Cc1onc(-c2ccc(Cl)cc2Cl)c1-c1csc(N/N=C/c2ccccc2Cl)n1	-4	6.6µM*	1%	?	-31%	5%	2
O=C(Nc1nnc(-c2cccs2)o1)C1CC1	6	14%	9%	4%	-12%	0%	1
COc1ccc(N2CCN(C(=O)COC(=O)c3oc4ccccc4c3C)CC2)cc1	.	-10%	.	-2%	53%	2%	.
COc1ccc(C(=O)NNC(=O)c2snnc2C)cc1	42*	13%	-3%	-10%	-5%	2%	17
CC(C)N1CCN(c2ccc(S(=O)(=O)N3CCOCC3)cn2)CC1	0	1%	-8%	?	-9%	3%	-2
Cc1ccc(CNC(=O)CSc2nc(C)cs2)cc1	48	22%	-2%	-23%	-8%	0%	7
O=C(CCl)Nc1cccc(Oc2ccccc2)c1	-2	?	1%	4.7µM*	-50%	-1%	7
O=C(O)COc1ccc(CCNS(=O)(=O)c2ccccc2)s1	.	2%	.	-4%	.	-5%	.
COc1ccc(NC(=O)COC(=O)CO/N=C(\C)c2ccc3c(c2)OCO3)cc1S(N)(=O)=O	.	-1%	.	-2%	-58%	2%	.
NC1=NC(=O)/C(=C/c2cccc(F)c2)S1	-6	4%	1%	0%	-11%	-6%	-2
CCOc1ccc2nc(NC(=O)CSc3nc(-c4ccccc4)c(C#N)c(=O)[nH]3)sc2c1	39*	188%[activator]	11%	26%	-46%	1%	41*
CC1(/[N+]([O-])=C/c2ccc(Cl)cc2Cl)CCCCC1=O (centres undefined)	-8	36%[activator]	2%	26%	-1%	0%	-1

Exported as labelled records: part of the list above
O=C1CS(=O)(=O)c2ccccc2N1
  Shiga toxin inh: -10 | Pf growth 48h: 1% | LmPK inhibitor: 1% | Pf growth 96h: 3% | AmpC inh no detg: -18% | Tb PYK inh: -1% | CHX counter: -4
CCOC(=O)C1=C(N)Oc2cc(C)oc(=O)c2C12C(=O)N1c3c(cccc32)C(C)CC1(C)C (centres undefined)
  Shiga toxin inh: -1 | Pf growth 48h: ? | LmPK inhibitor: 1% | Pf growth 96h: . | AmpC inh no detg: . | Tb PYK inh: 1% | CHX counter: -3

The results go on:
SMILES	Shiga toxin inh	Pf growth 48h	LmPK inhibitor	Pf growth 96h	AmpC inh no detg	Tb PYK inh	CHX counter
CCCN(Cc1nnc(-c2ccccc2Cl)o1)C(=O)c1cc(S(=O)(=O)N2CCOCC2)ccc1F	.	?	.	?	134%[activator]	-1%	.
CCN(CC)CCCNc1nc(SC)nc2sc3c(c12)CCN(C)C3	2	?	2%	?	59%[activator]	.	-2
NC(=O)c1ccc(NC(=O)CSC2=Nc3ccccc3C3CC=NN23)cc1 (centres undefined)	-8	.	2%	-9%	-28%	-9%	-1
CC(C)CNc1cc(N2CCCC2)ccc1[N+](=O)[O-]	-7	17%	1%	103%[activator]	-21%	9%	-2
c1ccc2c(c1)N1CCCN=C1N2CCN1CCCCC1	45	?	2%	11%	-12%	1%	-4
COc1ccc(NC(=S)N2CCC(NC(=O)c3ccc(OC)cc3)CC2)cc1	2	-22%	1%	7%	-4%	1%	-2
Cc1cccc(-c2nc(=S)c3c(o2)CCCC3)c1	129*	232%[activator]	-11%	.	-57%	-3%	48*
Cc1scc(C(=O)N/N=C/c2ccc(OC(C)C)cc2)c1C	115*	-29%	-2%	.	-50%	4%	44*
Cc1cccc(NS(=O)(=O)c2nnc(NC(=O)CC(C)C)s2)c1	-2	4%	3%	25%	-30%	3%	-2
O=C(CCS(=O)(=O)c1cccc2nsnc12)NC1CCCCCC1	2	-1%	6%	.	-26%	-6%	-1
Cc1cc(C)c(S(=O)(=O)n2cnc3ccccc32)c(C)c1	-4	.	0%	-11%	-20%	-2%	-1
Cc1c(Cl)cccc1NC(=O)Cc1ccc([N+](=O)[O-])cc1	17	?	-1%	7%	-5%	-22%	5
COC(=O)c1c(-c2ccc(SC)cc2)sc2ccccc12	.	?	.	5.9µM*	-13%	-1%	.
CNC(=O)c1cc2cc(Cc3ccccc3Cl)ccc2oc1=O	13	-10%	0%	24%	-12%	-4%	-1
CCN(CC(=O)Nc1cccc(OC)c1)CC(=O)Nc1cccc2ccccc12	.	?	.	?	9%	2%	.
CCN(CC)S(=O)(=O)c1cccc(C(=O)N/N=C/c2ccc([N+](=O)[O-])o2)c1	21	?	-3%	4.1µM*	-42%	1%	11
O=C1c2oc3ccccc3c(=O)c2C(c2cccc(F)c2)N1CCCO (centres undefined)	8	5%	-7%	?	-1%	-11%	-3
CCc1cccc2c(C(=O)CSc3nnc(-c4ccoc4C)n3C)c[nH]c12	-13	-7%	6%	?	35%	-24%	-1
CSc1ccccc1OCc1cc(C(=O)N2CCC(c3ccncc3)CC2)no1	11	-19%	-2%	3%	114%[activator]	.	19*
CCN(CC)C(=O)N1CCn2c(nc3ccccc32)C1	15	-11%	6%	-14%	-11%	4%	-2
CCCNC(=O)NCCc1ccncc1	-11	7%	1%	?	-8%	-3%	-4
COc1ccc(NC(=O)c2cncn2-c2ccccc2)cc1	1	16%	0%	-3%	-6%	-1%	-3
C=CCNC(=O)CSc1nnc(-c2ccccn2)n1Cc1ccccc1	19	?	3%	-17%	4%	-1%	-1
Cc1cc(-c2nnc(-c3cccc(Cl)c3)o2)no1	93*	112%[activator]	-6%	222%[activator]	-6%	0%	37*
COCCNC(=O)C(c1ccc(C)cc1)N(C(=O)CCC(=O)Nc1ccccn1)C1CCCC1 (centres undefined)	3	-13%	-4%	16%	81%[activator]	.	-2
